Screening results: PubChem, Broad Institute
INS-1E GSIS act: primary screen for activators of insulin secretion dependent on glucose, INS-1E cells, GLuc reporter luminescence; INS-1E GLuc reporter insulin secretion, 2-3 h; activation, % at 16.6 µM; actives 0.61% (n = 370,000); AID 743287;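 active = lowest replicate activation of at least 40%, so every replicate reaches that level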;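 also: 0% = median of neutral control wells and 100% = median of IBMX positive control wells; some compounds called inactive have numbers as strong as hits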
RAD54 inh: inhibitors of human RAD54 branch migration; RAD54 Holliday junction branch migration, FAM/BHQ fluorescence; inhibition, % at 10.4 µM; actives 0.14% (n = 360,000);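 active = mean normalized replicate activity at least 40 and at least half of replicates scoring 40 or more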;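 also: 0% = median of neutral control wells and 100% = median of positive control wells; inhibitors cause a drop in the FAM fluorescence signal; in these data hits start at about 50%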
Target sequence (Q92698 whole entry, looked up): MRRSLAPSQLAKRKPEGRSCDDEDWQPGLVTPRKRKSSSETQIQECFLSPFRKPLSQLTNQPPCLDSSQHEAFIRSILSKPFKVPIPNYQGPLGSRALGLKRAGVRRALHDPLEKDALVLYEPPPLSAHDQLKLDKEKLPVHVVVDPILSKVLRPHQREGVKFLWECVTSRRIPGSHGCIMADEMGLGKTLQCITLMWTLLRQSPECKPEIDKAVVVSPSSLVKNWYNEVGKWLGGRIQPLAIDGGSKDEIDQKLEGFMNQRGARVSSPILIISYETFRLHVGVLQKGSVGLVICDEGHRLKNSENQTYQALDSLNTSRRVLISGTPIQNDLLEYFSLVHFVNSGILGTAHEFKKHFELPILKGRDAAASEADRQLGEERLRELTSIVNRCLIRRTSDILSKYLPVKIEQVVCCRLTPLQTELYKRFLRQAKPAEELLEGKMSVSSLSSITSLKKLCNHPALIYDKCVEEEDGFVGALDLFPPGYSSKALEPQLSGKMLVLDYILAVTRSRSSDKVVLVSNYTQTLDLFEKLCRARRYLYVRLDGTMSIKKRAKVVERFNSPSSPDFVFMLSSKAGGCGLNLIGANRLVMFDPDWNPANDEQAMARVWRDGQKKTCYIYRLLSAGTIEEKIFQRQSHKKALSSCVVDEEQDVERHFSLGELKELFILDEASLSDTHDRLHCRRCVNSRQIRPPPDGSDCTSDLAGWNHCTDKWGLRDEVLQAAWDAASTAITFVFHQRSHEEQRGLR
Xi reactivation: X-chromosome reactivation activator; XiGFP mouse fibroblasts, % GFP-positive cells imaging, 3 d; cells co-treated with 5-aza-dC sensitizer; scaled so ellipticine positive control = 100%; actives 0.055% (n = 360,000); activation, % at 7.58 µM; AID 743238;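 active = mean normalized replicate activation at least 10% and every replicate at or above 10%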;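 also: 0% = median of on-plate neutral control wells and 100% = ellipticine 6 µM median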
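Assay system – SV40-immortalized XiGFP fibroblast cells, line 68-5-11 · Buffer or medium – DMEM supplemented with 5-aza-dC as sensitizing agent · Dosing – one concentration, pinned · Benchmarks – positive control ellipticine, 6 µM final · Times – 3 days compound exposure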
ERAP1 HTS inh: ERAP1 (human) enzyme inhibition; Q9NZ08; inhibition, % at 10.7 µM; actives 0.15% (n = 340,000); recombinant ERAP1, Leu-AMC fluorescence, 60 min; AID 652197;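 active = mean replicate inhibition of at least 30%, or all replicates individually reaching that 30% level; inactive = mean below 30% and not every replicate reaching it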;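 also: 0% = neutral control wells and 100% = L-leucinethiol positive control wells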
esBAF inh: SWI/SNF esBAF complex inhibition; mouse ES cells, Bmi1-luciferase knock-in reporter, 24 h; 100% = twice the neutral-well signal; reporter increase, % at 12.5 µM; actives 2% (n = 350,000); AID 602393; in the data active = activation above about 40%;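 also: 0% = median of the plate's neutral control wells and 100% = double that signal; a rise in the Bmi1 reporter signal indicates esBAF inhibition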
ARNT-TACC3 inh: disruptors of human ARNT/TACC3 interaction. inhibition, % at 9.99 µM. AlphaScreen His-ARNT PAS-B/GST-TACC3 binding, luminescence; TACC3 fragment carries E629A point mutation. actives 0.66% (n = 390,000). Q9Y6A5;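 active = mean inhibition of replicates at least 50% and at least half of replicates each reaching 50%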;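 also: 0% = complete ARNT plus TACC3 wells and 100% = ARNT alone without TACC3; many hits fall short of the cut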
RAD52 inh: inhibitors of human RAD52 DNA annealing | inhibition, % at 18.7 µM | recombinant RAD52 DNA annealing, FRET fluorescence | actives 0.46% (n = 360,000) | P43351;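 active = every replicate showing at least 50% inhibition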
CFTR F508del cor: correctors of CFTR F508del function in bronchial epithelial cells. CFBE cells, YFP halide quenching; stimulated with forskolin plus potentiator P3; % fluorescence drop versus neutral controls. activity (quench increase), % at 7.58 µM. actives 0.36% (n = 350,000);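 active = mean added fluorescence quench of at least 8% versus neutral control, with both replicates also reaching 8%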;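 also: cells transiently co-express mutant CFTR-F508del with the halide-sensitive YFP; corrector assay measuring rescue of mutant channel to the surface after 24 h compound exposure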
Active calls of the source: *; . = not tested or not shown.

SMILES | INS-1E GSIS act | RAD54 inh | Xi reactivation | ERAP1 HTS inh | esBAF inh | ARNT-TACC3 inh | RAD52 inh | CFTR F508del cor
CCOC(=O)c1cnc(Nc2nc3ccccc3o2)nc1C | 2 | 4 | . | . | -73 | 4 | . | .
CCOC(=O)CSc1nnc(NC(=O)CN2CCN(C=O)CC2)s1 | 8 | -7 | 0.3 | -4 | -4 | 13 | -20 | 2.2
O=C(Nc1cccc(Cl)c1)Nc1nc(-c2ccccc2)cs1 | -5 | . | -0.8 | 6 | . | -1 | -8 | 2.7
CCN(CC)C(=O)[C@H]1C[C@H](CC(=O)NCCCOC)C(=O)N2CCc3c([nH]c4cc(CCC(=O)N(C)C)ccc34)[C@]12C | 0 | -12 | 0.1 | 7 | 1 | -1 | -9 | 0.9
C[C@@H]1CN([C@@H](C)CO)C(=O)c2cc(NS(C)(=O)=O)ccc2O[C@@H](C)CCCCO[C@@H]1CN(C)C(=O)Nc1ccc(C(F)(F)F)cc1 | -15 | . | -0.7 | -1 | . | . | 4 | -3.5
Cc1ccc(OCCCCn2c(CO)nc3ccccc32)cc1 | -3 | -8 | 0.0 | 2 | 5 | -1 | -7 | 0.9
Cc1ccc(C(=O)NCC2CCCN2S(=O)(=O)c2cccs2)cc1C (stereo not given) | -18 | 7 | 0.2 | -1 | 10 | 0 | -18 | -1.7
Cc1ccc(Cn2c(CN3CCOCC3)nc3c2c(=O)[nH]c(=O)n3C)cc1 | 16 | -3 | . | . | 2 | 1 | . | .
Cc1ccccc1-n1nc(-c2cccnc2)cc1C(=O)N/N=C/c1ccncc1 | 17 | . | 0.1 | 0 | . | -2 | -13 | -0.1
Nn1c(SCc2ccccc2F)nnc1-c1cccnc1 | 5 | -2 | 0.0 | 4 | . | . | -12 | -1.9
COc1cccc(/C=C2\CCC(C3CCCC3)C2=O)c1 (stereo not given) | 26 | -18 | 0.0 | 2 | 23 | 3 | -16 | 1.4
COc1cc(C=C2C(=O)OC(C)(C)OC2=O)cc(Cl)c1OCC(=O)Nc1ccccc1 | -5 | . | 0.0 | 0 | 1 | 25 | -16 | -2.1
Cc1nn(Cc2ccccc2)c(C)c1C(=O)NCCCN1CCCC1=O | 6 | 2 | 0.0 | -2 | 3 | 2 | -18 | 0.9
O=S1(=O)c2ccccc2C(CCO)N1Cc1ccccc1 (stereo not given) | -10 | 5 | 0.1 | -2 | 7 | 7 | 5 | -1.4
C[C@@H]1CN([C@H](C)CO)C(=O)Cc2cc(NC(=O)Nc3ccc4c(c3)OCO4)ccc2O[C@H]1CN(C)Cc1ccc(C(F)(F)F)cc1 | 11 | 1 | -1.1 | 2 | -2 | -24 | -4 | 0.2
COc1ccc(NC(=O)Nc2ccc3c(c2)CC(=O)N([C@@H](C)CO)C[C@H](C)[C@H](CN(C)S(=O)(=O)c2ccccc2)O3)cc1 | -15 | . | -0.1 | 2 | 0 | . | -6 | 1.2
CCn1c(SCC(=O)Nc2ccc3c(c2)OCCO3)nnc1-c1c[nH]c2ccccc12 | -19 | -4 | 0.2 | 2 | 32 | 8 | -3 | -1.1
CC1CCCC(NC(=O)CNC(=O)c2cccs2)C1C (stereo not given) | -19 | 14 | -0.1 | -7 | . | -19 | -5 | -7.2
COc1ccc(NC(=O)C2(C)CCN2Cc2ccc(OC(F)(F)F)cc2)cc1OC (stereo not given) | . | 0 | 0.1 | 3 | 1 | . | 4 | 1.6
CCC(=O)N1C[C@@H](O)COC[C@H]2O[C@@H](CC(=O)NCc3ccccc3Cl)CC[C@@H]21 | 3 | 1 | 0.4 | . | -3 | 8 | . | 0.4
N#Cc1nc(-c2ccco2)oc1N1CCc2ccccc2C1 | 6 | -4 | . | . | 16 | 26 | . | .
COc1cc(Br)cc(C(c2c(C)n(C)n(-c3ccccc3)c2=O)c2c(C)n(C)n(-c3ccccc3)c2=O)c1O | -21 | -4 | 0.3 | 7 | . | . | 1 | -1.6
C[C@@H]1CCCCO[C@H](CN(C)S(=O)(=O)c2cccs2)[C@@H](C)CN([C@@H](C)CO)C(=O)c2cc(NC(=O)Nc3ccc4c(c3)OCO4)ccc2O1 | -3 | 1 | 0.1 | 1 | -3 | -5 | -8 | -1.9
C[C@H]1CN([C@@H](C)CO)C(=O)c2cc(N(C)C)ccc2O[C@@H]1CN(C)S(=O)(=O)c1cn(C)cn1 | 5 | -11 | -1.2 | 3 | -4 | 10 | 11 | -0.3
COc1ccc(CCN2C(=O)CSC2c2ccc(OC)c(OC)c2)cc1OC (stereo not given) | 1 | -14 | -0.1 | 0 | 7 | . | -9 | .
CC(=O)c1ccc(N(C(=O)CS(=O)CC(=O)Nc2ccc(F)cc2)C(C(=O)NC2CCCCC2)c2cccs2)cc1 (stereo not given) | 3 | . | 0.2 | -5 | . | -1 | -15 | .
Nc1nc(SCC(=O)OCc2ccccc2)[nH]c(=O)c1NC(=O)c1ccco1 | . | -14 | -0.2 | 2 | -4 | -4 | -22 | -0.8
O=C(/C=C/c1ccccc1)OCCCCN=C1NS(=O)(=O)c2ccccc21 | -5 | . | 0.1 | -8 | . | -11 | -5 | -0.7
COC(=O)C[C@@H]1CC[C@@H](NC(C)=O)[C@@H](CO)O1 | 34 | . | 0.3 | -1 | . | . | -7 | 0.4
Cc1cc(Br)c(NC(=O)COC(=O)C2CCCCC2)c(Br)c1 | -10 | -4 | 0.0 | 6 | -11 | 9 | -10 | -1.1
CC1=CCC[C@@H]2[C@]3(CC/C(=C/CO)CO)CO[C@@]2(C1)[C@@H](O)C[C@H]3C | 14 | -3 | . | 1 | 4 | . | -9 | 7.3
C[C@@H]1CN([C@H](C)CO)C(=O)c2cc(NC(=O)C3CCCCC3)ccc2O[C@@H](C)CCCCO[C@@H]1CN(C)C(=O)Nc1ccc2c(c1)OCO2 | 2 | . | 0.0 | 1 | . | . | 12 | -0.8
O=C(CSc1n[nH]c(-c2ccccc2O)n1)N1CCOCC1 | 6 | . | 0.1 | 2 | . | -5 | -2 | .
CCN1C(=O)[C@H]2[C@@H](c3ccc(C)cc3)N[C@]3(CCCN(Cc4ccc(C)cc4)C3=O)[C@H]2C1=O | . | 2 | 0.2 | 5 | -14 | . | 4 | -0.2
COc1ccc(CCNC(=O)COC(=O)C2CC2)cc1OC | . | 0 | 0.1 | 0 | 2 | -28 | -10 | 3.1
CC1=C(C(=O)OCCBr)C(c2cccc3ccccc23)NC(=O)N1 (stereo not given) | 75 | . | 0.0 | -3 | . | . | -6 | -0.6
COc1cccc(N2CC(C(=O)Nc3nnc(SCC(=O)NC4CCCC4)s3)CC2=O)c1 (stereo not given) | -3 | -11 | 0.1 | -1 | 1 | -1 | -13 | -2.1
CCOC(=O)c1c(CSc2ccccc2)n(C)c2cc(Br)c(O)c(CN(C)C)c12 | -24 | . | -0.1 | -2 | -6 | 18 | 45 | 2.9
C[C@H](CO)N1C[C@H](C)[C@H](CN(C)Cc2ccccc2)Oc2ccc(NS(=O)(=O)c3ccc(F)cc3)cc2CC1=O | -15 | 4 | -0.1 | 4 | 6 | . | -7 | -3.5
Oc1cc(O)cc(-c2cc3ccc(O)cc3o2)c1 | . | 13 | . | . | -27 | 21 | -19 | -0.6
CN(C)C(=O)C1Cc2ccccc2CN1S(=O)(=O)c1ccc(F)cc1 (stereo not given) | 3 | 1 | 0.0 | -2 | 0 | -15 | -1 | -0.1
COc1cccc(S(=O)(=O)N(C)C[C@@H]2Oc3cc(Br)ccc3S(=O)(=O)N([C@@H](C)CO)C[C@@H]2C)c1 | -20 | -11 | 0.0 | 0 | 1 | . | 0 | -1.2
Cc1cc2oc(C(=O)NCCc3ccc(S(N)(=O)=O)cc3)c(C)c2cc1C | 10 | . | 0.0 | 1 | . | -4 | -12 | 12*
CCOC(=O)c1cc[n+](CC(=O)c2ccc(F)cc2)cc1 | 6 | 1 | -0.2 | . | 5 | -5 | . | .
c1ccc2c(c1)nc1n2CCC1 | . | 3 | -0.1 | -3 | -2 | 0 | -6 | 1.1
CC(C)(C)c1cc(NC(=O)c2c(F)cccc2Cl)n(-c2ccccc2)n1 | -70 | -4 | -0.1 | -6 | -8 | -3 | -17 | -1.5
Cc1cc(OCc2ccc(C(=O)NN=C3CCCC3)cc2)ccc1Cl | -9 | . | 0.5 | 0 | . | . | -14 | .
Cc1ccc(Cl)cc1NC(=O)C1CCN(S(C)(=O)=O)CC1 | 11 | . | 0.0 | -1 | . | -1 | -12 | 0.1
C[C@H]1CN([C@@H](C)CO)S(=O)(=O)c2ccc(C3=CCCC3)cc2O[C@@H]1CN(C)Cc1cncnc1 | 0 | -5 | -0.8 | -4 | -1 | 1 | -20 | -5.6
COc1cccc2[nH]c(C(=O)NCC3CCCO3)cc12 (stereo not given) | -2 | -8 | 0.1 | 4 | 4 | -9 | -13 | -0.3

Four entries from above, with two lines to a compound.
Results follow in this order: INS-1E GSIS act, RAD54 inh, Xi reactivation, ERAP1 HTS inh, esBAF inh, ARNT-TACC3 inh, RAD52 inh, CFTR F508del cor
C[C@H]1CN([C@@H](C)CO)S(=O)(=O)c2ccc(C3=CCCC3)cc2O[C@@H]1CN(C)Cc1cncnc1
  0, -5, -0.8, -4, -1, 1, -20, -5.6
CN(C)C(=O)C1Cc2ccccc2CN1S(=O)(=O)c1ccc(F)cc1 (stereo not given)
  3, 1, 0.0, -2, 0, -15, -1, -0.1
Cc1ccc(Cl)cc1NC(=O)C1CCN(S(C)(=O)=O)CC1
  11, ., 0.0, -1, ., -1, -12, 0.1
Cc1cc(OCc2ccc(C(=O)NN=C3CCCC3)cc2)ccc1Cl
  -9, ., 0.5, 0, ., ., -14, .

Other compounds
SMILES | INS-1E GSIS act | RAD54 inh | Xi reactivation | ERAP1 HTS inh | esBAF inh | ARNT-TACC3 inh | RAD52 inh | CFTR F508del cor
CC(=O)Nc1c(Cl)cc2c(c1Cl)Cc1ccccc1-2 | . | 5 | 0.0 | 3 | . | 1 | 3 | 0.5
CCC(=O)N1[C@H](CO)[C@@H](c2ccc(-c3ccccc3)cc2)[C@@H]1CNC(=O)COC | 5 | 3 | 0.1 | . | 1 | -4 | . | -1.5
Cc1ccc(-n2c(N)c(C(=O)N3CCOCC3)sc2=S)cc1 | 1 | 11 | . | . | 5 | -5 | . | .
COc1ccc(-c2sc3cc4c(cc3c2-c2ccc(OCCN3CCOCC3)cc2)OCO4)cc1 | 28 | -5 | -0.1 | 0 | -3 | . | -7 | 0.1
O=C(NCC1CCN(C(=O)C(=O)c2cccs2)CC1)c1ccc2c(c1)CCO2 | 11 | . | 0.0 | 3 | . | . | -8 | 1.1
COc1ccc(S(=O)(=O)N2CCCC2)c(Cl)c1Cl | 27 | . | 0.1 | -3 | . | -1 | 9 | -0.6
C[C@@H]1CN([C@@H](C)CO)C(=O)c2cc(-c3ccccc3)cnc2O[C@@H]1CN(C)Cc1ccc(C(=O)O)cc1 | 12 | 8 | 0.2 | -3 | 1 | -6 | 10 | 5.5
COC(=O)c1ccc(CNC(=O)Cn2cnc3c(NCc4ccccc4)ncnc32)cc1 | 6 | 6 | 0.4 | -8 | -3 | . | -16 | 0.7
CC(=O)Nc1nc(C)c(Oc2ccc(Cl)cc2)c(=O)[nH]1 | . | -6 | 0.0 | -2 | 2 | 2 | -5 | -1.1
COc1ccc2c3c([nH]c2c1)[C@H](CO)N(C(=O)C1CC1)CC31CN(C)C1 | 20 | . | 0.2 | -1 | . | . | -12 | -0.1
C[C@H](CO)N1C[C@H](C)[C@@H](CN(C)C(=O)c2cccc(F)c2)Oc2cc(-c3ccncc3)ccc2S1(=O)=O | -6 | 1 | -0.8 | -3 | -8 | . | 7 | .
COCCNC(=O)c1cc2nc(-c3ccc(F)cc3)cc(C(F)(F)F)n2n1 | 2 | . | 0.2 | -2 | . | -21 | -18 | -0.5
